Compound activity deposited in PubChem by National Center for Advancing Translational Sciences (NCATS).
AT treatment – qHTS Assay for Identifying a Potential Treatment of Ataxia-Telangiectasia. […] A-T fibroblasts, KAP-1 phosphorylation AlphaLISA; neocarzinostatin DNA damage 30 min before lysis. Potency, µM (highest dose often 57.5 µM), without a hit: at the top dose activation, actives largely listed as activators. actives 0.19% (n = 320,000). AID 485349, 2010; note: potency is the fitted concentration of half-maximal effect; % of control where 0% means no effect; nearly all actives have a fitted effect of over 45% in size
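ATM-like activity read as KAP-1 phosphorylation via AlphaLISA donor/acceptor antibody pairs after lysis and 6 hr at 25C. Cells were ATM-null patient fibroblasts ([…], hTERT), dosed 60 min, then exposed to the DSB inducer NCS for 30 min.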
TRPV1 agonist – HTS Assay for Compounds that Act as Agonists of the Vanilloid Receptor 1; TRPV1-expressing cells, Fluo-8 calcium influx, agonist mode; AID 540275, 2011; activation, % at 8.33 µM; Transient receptor potential cation channel subfamily V member 1 (Homo sapiens), Q8NER1; actives 0.19% (n = 320,000); in the data active = activation above about 80%; inconclusive = between about 30% and that limit; note: 0% is about no effect
Target sequence (Q8NER1 whole entry, looked up): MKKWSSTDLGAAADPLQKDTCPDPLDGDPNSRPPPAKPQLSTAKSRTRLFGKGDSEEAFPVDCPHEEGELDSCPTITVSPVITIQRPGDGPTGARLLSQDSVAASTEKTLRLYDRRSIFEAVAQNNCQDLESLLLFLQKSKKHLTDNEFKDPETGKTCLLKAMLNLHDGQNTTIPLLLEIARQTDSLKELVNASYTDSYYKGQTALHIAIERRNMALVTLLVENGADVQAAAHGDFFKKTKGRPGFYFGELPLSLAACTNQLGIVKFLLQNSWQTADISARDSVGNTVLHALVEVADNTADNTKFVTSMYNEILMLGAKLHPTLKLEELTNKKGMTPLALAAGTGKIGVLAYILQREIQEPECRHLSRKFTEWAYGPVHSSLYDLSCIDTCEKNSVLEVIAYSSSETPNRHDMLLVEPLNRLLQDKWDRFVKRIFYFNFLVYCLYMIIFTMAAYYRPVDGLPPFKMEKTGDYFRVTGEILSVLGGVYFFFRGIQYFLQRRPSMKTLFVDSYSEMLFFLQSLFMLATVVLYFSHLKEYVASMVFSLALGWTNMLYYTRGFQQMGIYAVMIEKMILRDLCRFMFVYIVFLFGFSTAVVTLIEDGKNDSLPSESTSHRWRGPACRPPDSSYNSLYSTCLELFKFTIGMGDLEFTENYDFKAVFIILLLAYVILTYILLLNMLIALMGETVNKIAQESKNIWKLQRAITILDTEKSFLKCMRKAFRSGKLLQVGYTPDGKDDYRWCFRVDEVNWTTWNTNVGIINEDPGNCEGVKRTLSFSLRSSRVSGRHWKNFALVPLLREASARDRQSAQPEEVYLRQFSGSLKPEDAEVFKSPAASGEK
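Cells expressing TRPV1 were dye-loaded with Fluo-8 and read kinetically: 10 s baseline, 3 min after compound (agonist portion), then 2 min after EC20 capsaicin (allosteric enhancer portion). Calcium-bound dye fluorescence at 480/520 nm.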
p53 reactivator – qHTS assay for re-activators of p53 using a Luc reporter; AID 504706, 2011; Potency, µM (titrated, usually from 92.2 µM), without a hit: at the top dose activity change, positive = activation, hits mostly activators; H1299 p53-A138V BP100-luciferase reporter, luminescence, 24 h; actives 0.063% (n = 320,000); note: potency is the fitted concentration of half-maximal effect; % of control where 0% means no effect; nearly all actives have a fitted effect of over 45% in size
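H1299 (p53-null), stable ts p53-A138V + BP100-Luc; 1000 cells/well, Opti-MEM/10% FBS; cpd 4 pt, 1:5; 24 h, 37 deg C, 5% CO2; detection reagent 10 min RT; luminescence.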
MLL CXXC-DNA inh – qHTS Fluorescence Polarization Assay for Inhibitors of MLL CXXC domain - DNA interaction; actives 0.037% (n = 290,000); MLL-CXXC / FITC-HOXA9 DNA fluorescence polarization; Histone-lysine N-methyltransferase 2A (Homo sapiens), Q03164; Potency, µM (top dose mostly 115 µM), inactives show top-dose activity change, negative = inhibition, actives largely listed as inhibitors; AID 2662, 2010; active = well fitted inhibition curve with a large enough effect in the polarisation, with a control signal flat, not every such curve was filed as active; inconclusive = small, poorly fitted or top-dose-only effect, or effect the other way, or a change in a side signal; inactive = no such curve, though single readings can be large or run the other way; the % refers to the polarisation; note: potency is the fitted concentration of half-maximal effect
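Purified MLL-CXXC (added from a 7 uM solution) was preincubated 5 min at ambient with pinned compounds in 50 mM Tris-HCl pH 7.5, 50 mM NaCl, 1 mM DTT, 0.05% BSA. Fluorescein-labeled HOX-A9 DNA (50 nM solution) followed, 30 min, then polarization read.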
ELG1 repair inh – qHTS screen for small molecules that inhibit ELG1-dependent DNA repair in human embryonic kidney (HEK293T) cells expressing luciferase-tagged ELG1 | HEK293T ELG1-luciferase reporter, luminescence, 16 h; DNA damage induced by 5-fluorouridine | Potency, µM (highest dose often 46.1 µM), for the others: at the highest dose activity change, negative = inhibition, most hits filed as inhibitors | actives 2.3% (n = 330,000) | AID 504467, 2011; note: potency is the fitted concentration of half-maximal effect; % is set by controls: 0 for no effect and ±100 for the full control effect; nearly all actives have a fitted effect of over 55% in size
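Step one: seed 2,000 cells per well. Step two: pin-transfer compound or DMSO alongside 5-fluorouridine. Step three: incubate 16 hr, 37 °C, 5% CO2. Step four: add ONE-Glo, wait 30 min, read luminescence.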
B2AR arrestin – qHTS assay of beta-arrestin-biased ligands of beta2-adrenergic receptor | AID 492947, 2010 | beta-arrestin recruitment to beta2AR, cell-based reporter | actives 0.02% (n = 330,000) | Potency, µM (series often up to 46.1 µM), inactives show top-dose activation, actives largely listed as activators | Beta-2 adrenergic receptor (Homo sapiens), P07550;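 note: potency is the fitted concentration of half-maximal effect; 0% = DMSO controls and full agonism = EC100 isoproterenol or metaproterenol; nearly all actives have a fitted effect of over 65% in size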
TCR act – Activators of T cell receptors: qHTS campaign; Potency, µM (series often up to 9.22 µM), inactives show top-dose activation of IL-2 secretion, hits mostly activators; primary human leukocytes, anti-CD3, IL-2 HTRF, 48 h; 330,000 tested, under 10 active; note: % of control where 0% means no effect
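TCR engagement came from a-CD3 beads alone, with compounds added to primary human leukocytes for 48 hr. Secreted IL-2 bridged europium cryptate- and d2-labelled anti-IL-2 antibodies, giving FRET emission at 665nm after 320nm excitation.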
PTAP TSG101 blk – qHTS Assay for Iinhibitors of HIV-1 Budding by Blocking the Interaction of PTAP/TSG101. Tumor susceptibility gene 101 protein (Homo sapiens), Q99816. Fluorescence polarization, FITC-PTAP peptide / Tsg101 binding. Potency, µM (doses to about 115 µM), without a hit: at the top dose activity change, negative = inhibition, usual class: inhibitors. 340,000 tested, under 10 active; active = well fitted inhibition curve with a large enough effect in the main read-out, with a control signal flat, not every such curve was filed as active; inconclusive = small, poorly fitted or top-dose-only effect, or effect the other way, or a change in a side signal; inactive = no such curve, though single readings can be large or run the other way; note: potency is the fitted concentration of half-maximal effect; % of control where 0% means no effect
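Compounds were pin-transferred onto Tsg101 binding domain (10 uM final) in HEPES pH 7.5 buffer, then FITC-PTAP peptide was added at 50 nM final. After 20 min at RT, polarization reported peptide displacement across a qHTS concentration series.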
BRCA1 expr act – qHTS Assay to Identify Small Molecule Activators of BRCA1 Expression. MCF7-BRCA1-FFLuc reporter, luminescence, 48 h; response scale: scaled: vehicle 0%, 10 µM genistein 100%. Potency, µM (series often up to 46.1 µM), for inactives: at the highest dose activation, actives largely listed as activators. actives 1.1% (n = 380,000); note: potency is the fitted concentration of half-maximal effect; nearly all actives have a fitted effect of over 80% in size; some results filed as inactive show a strong effect at the top dose
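First, MCF7-BRCA1-FFLuc cells (2000/well) attach for 2 h; next, compounds are pin-added and incubated 48 h at 37 °C; finally, luciferase reagent is added and luminescence read after 15 min.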
a7 integrin act – qHTS for Activators of Integrin-Mediated Alleviation for Muscular Dystrophy. Potency, µM (titrated, usually from 38.3 µM), for inactives: top-dose activation, actives largely listed as activators. alpha7betagal myoblasts, beta-gal FDG fluorescence, 48 h. actives 0.064% (n = 350,000). AID 624291, 2012;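 note: potency is the fitted concentration of half-maximal effect; 100% = response of the positive control SU9516; nearly all actives have a fitted effect of over 60% in size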
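Alpha7betagal+/- myoblasts (passage 13) were plated 16-24 hr, then exposed to compounds (1:260 dilution of DMSO stock) for 48 hours at 37C. After MPER lysis, β-galactosidase reporter activity was read as FDG fluorescence (ex 480/em 540) after 30 minutes.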
* marks the source's active call; other numbers are inactive results; ? = inconclusive; / = not tested or not shown; [ ] = another dose, or the depositor's remark. Unless noted, calls come from the whole dose curve; as a rule, active = well fitted curve in the direction sought with a large enough effect; inconclusive = small, poorly fitted or top-dose-only effect, or another doubt; inactive = no such curve, though single readings can be large; an effect the other way counts as inactive or inconclusive. Outcome played no part in choosing rows; about 3.8% have a hit in one of these screens.

SMILES	AT treatment	TRPV1 agonist	p53 reactivator	MLL CXXC-DNA inh	ELG1 repair inh	B2AR arrestin	TCR act	PTAP TSG101 blk	BRCA1 expr act	a7 integrin act
Cc1ccccc1Cn1nc(C)c(NC(=O)c2sc3ccccc3c2Cl)c1C	-5%	-3	3%	5%	26µM*	0.3%	3%	-3%	-66%	-4%
CCC1(CC)C(=O)C2=C3C1[C@H](C(=O)OC)CC(C(=O)OC)C[C@H]3n1c(=O)n(-c3ccccc3)c(=O)n1[C@H]2C (stereo not given in full)	/	/	/	/	/	/	3%	-3%	33%	4%
N#CCCn1nnc(-c2ccccc2F)n1	?	0	1%	-7%	17%	0.1%	-7%	-3%	0%	8%
COc1ccc(N(C)S(=O)(=O)c2c(C)[nH]c(=O)[nH]c2=O)cc1	-1%	-2	-3%	-18%	-23%	0.0%	5%	1%	7%	-1%
Cc1nnc(SCC(=O)n2c3c(c4ccccc42)CCCC3)s1	5%	5	-2%	3%	-4%	0.2%	-1%	-5%	-11%	3%
O=C(Nc1ccc(C(=O)O)cc1)/C(=C/c1ccc([N+](=O)[O-])cc1)NC(=O)c1ccccc1	0%	1	22%	-22%	1%	0.0%	2%	-1%	8%	-7%
CNc1oc(-c2cccs2)nc1S(=O)(=O)c1ccccc1	1%	1	-1%	-1%	-19%	-0.1%	-2%	-2%	-24%	8%
Cc1ccc(S(=O)(=O)N(C)C)cc1NC(=S)N1CCc2ccccc21	1%	-2	0%	10%	?	-0.1%	1%	-5%	-5%	-2%
O=C(OCCOc1cccc(Cl)c1)c1cc(S(=O)(=O)N2CCCCC2)ccc1N1CCOCC1	8%	-1	1%	/	5.2µM*	0.5%	-8%	-3%	-66%	-24%
Cc1cnc(C(=O)OCC(=O)c2cc(C)n(C)c2C)cn1	-8%	2	1%	-2%	-11%	0.2%	1%	-1%	8%	20%
CC(C)(C)n1ncc2c(=O)n(CC(=O)N3CCc4ccccc43)cnc21	1%	5	25%	-4%	?	-0.9%	-2%	-1%	13%	2%
OC(C#CCN1CCCCCC1)(c1ccccc1)c1cccnc1 (stereo not given)	14%	/	3%	-4%	-5%	-0.5%	-6%	-3%	-6%	-24%

Single records, from the list above.
`CC(C)(C)n1ncc2c(=O)n(CC(=O)N3CCc4ccccc43)cnc21` is entered as AT treatment: 1%; TRPV1 agonist: 5; p53 reactivator: 25%; MLL CXXC-DNA inh: -4%; ELG1 repair inh: ?; B2AR arrestin: -0.9%; TCR act: -2%; PTAP TSG101 blk: -1%; BRCA1 expr act: 13%; a7 integrin act: 2%
`N#CCCn1nnc(-c2ccccc2F)n1` is entered as AT treatment: ?; TRPV1 agonist: 0; p53 reactivator: 1%; MLL CXXC-DNA inh: -7%; ELG1 repair inh: 17%; B2AR arrestin: 0.1%; TCR act: -7%; PTAP TSG101 blk: -3%; BRCA1 expr act: 0%; a7 integrin act: 8%
`O=C(Nc1ccc(C(=O)O)cc1)/C(=C/c1ccc([N+](=O)[O-])cc1)NC(=O)c1ccccc1` is entered as AT treatment: 0%; TRPV1 agonist: 1; p53 reactivator: 22%; MLL CXXC-DNA inh: -22%; ELG1 repair inh: 1%; B2AR arrestin: 0.0%; TCR act: 2%; PTAP TSG101 blk: -1%; BRCA1 expr act: 8%; a7 integrin act: -7%

(list continues)
SMILES	AT treatment	TRPV1 agonist	p53 reactivator	MLL CXXC-DNA inh	ELG1 repair inh	B2AR arrestin	TCR act	PTAP TSG101 blk	BRCA1 expr act	a7 integrin act
O=C1C2C3C=CC(C3)C2C(=O)N1CCCO (stereo not given)	-3%	3	-12%	-6%	7%	-0.2%	11%[46.1 µM]	-4%	-14%	-6%
COc1ccc(C(=O)N/N=C/c2cc3ccccc3[nH]c2=O)cc1	6%	1	4%	1%	7%	-0.1%	3%	-4%	-11%	-5%
COc1ccc(N(C(=O)CNC(=O)c2cccs2)C(C(=O)NC2CCCC2)c2cccnc2)cc1 (stereo not given)	-3%	0	3%	3%	14%	-0.3%	0%	-6%	1%	14%
O=C(CC(=O)N/N=C/c1ccccc1)NCc1ccccc1	-3%	1	-4%	3%	3%	-0.2%	0%	-1%	2%	0%
c1ccc(-c2nc(N3CCCC3)nc3ccccc23)cc1	4%	10	-7%	2%	2%	0.4%	-2%	-1%	18%	-27%
Cn1c(=O)oc2cc(S(=O)(=O)NCc3ccc(C(=O)O)cc3)ccc21	3%	5	2%	29%	5%	-0.6%	-3%	1%	2%	2%
CCn1c(=O)n(CC)c2cc(S(N)(=O)=O)c(C)cc21	6%	3	9%	-2%	13%	-0.1%	-6%	-1%	-34%	10%
CCN(CC)S(=O)(=O)c1ccc(N=Nc2cc(C)cc(Br)c2O)cc1	/	/	/	/	/	/	4%	-3%	-7%	-6%
COc1ccccc1CNC(=O)c1cc(-c2ccccc2)nn1CC1CC(c2cccnc2)=NO1 (stereo not given)	/	/	/	/	/	/	0%	1%	-31%	-13%
O=C(c1ccc(Cl)cc1)[C@@H]1[C@@H]2C(=O)N(c3ccc(Cl)cc3)C(=O)[C@@H]2C2c3ccccc3C=NN21 (stereo not given in full)	9%	-1	4%	23%	0%	-1.5%	1%[46.1 µM]	0%	-28%	0%
CC(C)(C)CNc1cc(N2CCOCC2)ccc1[N+](=O)[O-]	-14%	11	-4%	-9%	?	-0.6%	4%	-9%	8%	-11%
CN(Cc1cccs1)C(=O)COc1cccc2c1OC(C)(C)C2	-10%	/	11%	/	-2%	-0.3%	3%[46.1 µM]	-3%	-13%	16%
COc1cc(CNCc2ccncc2)ccc1OCC(N)=O	/	/	/	/	/	/	3%	-3%	10%	24%
COc1ccc(C(=O)Nc2cccc3c2C(=O)NC3=O)cc1S(=O)(=O)N1CCOCC1	4%	-2	4%	-4%	6%	0.3%	-12%	-3%	8%	0%
CN1CCN(C(=O)/C(=C\c2cccs2)NC(=O)c2ccccc2)CC1	-3%	-2	0%	-12%	-5%	0.4%	-10%	-7%	0%	0%
Cc1cccc(Nc2nc(C)nc3c2oc2ccccc23)c1	22%	-2	9%	-7%	?	0.1%	-9%	1%	-20%	0%
O=C(O)CC(C(=O)N(c1ccccc1)c1ccccc1)N1CCOCC1 (stereo not given)	1%	-2	13%	6%	-5%	-0.3%	5%	0%	14%	10%
CNC(=O)c1ccc2c(c1)nnn2C	13%	-4	3%	3%	1%	8.8%	-4%[46.1 µM]	0%	-8%	18%
CCCn1c(C)cc(C(=O)COc2ccc(C)nc2[N+](=O)[O-])c1C	0%	4	?	12%	?	-0.4%	0%[46.1 µM]	-2%	-44%	-18%
CCOc1ccc(NC(=O)CSc2nnc(NC(=O)C3CC3)s2)cc1	5%	-1	5%	8%	9%	0.5%	-9%	0%	-9%	?
COc1ccc(CC(=O)Nc2cccc3ccccc23)cc1OC	1%	89*	-2%	2%	-19%	0.2%	0%	-3%	0%	3%
CC(Cc1ccccc1)C(=O)N(C)Cc1cccnc1 (stereo not given)	2%	-1	-3%	19%	10%	-0.9%	-11%	0%	35%	4%
CC(CCc1ccccc1)NC(=O)COC(=O)C1=COCCO1 (stereo not given)	-4%	-2	1%	-3%	-1%	-0.2%	-1%	1%	-9%	-6%
COc1ccc(-n2nc3c(c2NC(=O)c2ccc(S(=O)(=O)N4CCOCC4)cc2)CS(=O)(=O)C3)cc1	7%	0	-4%	4%	-8%	0.4%	7%	-12%	14%	-16%
O=C(COC(=O)/C=C/c1ccc(F)cc1)Nc1ccc2[nH]c(=O)[nH]c2c1	0%	-2	3%	/	8%	-0.8%	13%	-2%	15%	11%
CCOC(=O)c1cnc2nc(SC)nn2c1N	0%	2	8%	6%	?	0.1%	5%	-5%	34%	-3%
COc1ccccc1NC(=S)NC1CCCCC1	-1%	17	-4%	-3%	-1%	0.0%	-3%[46.1 µM]	0%	-12%	-23%
Cn1cc(-c2cc(C(=O)O)on2)cn1	-1%	1	-3%	-6%	0%	-0.4%	4%	-9%	19%	6%
